Screening data: PubChem BioAssay, Broad Institute
Cneo AK release – causes C. neoformans cell lysis; actives 0.2% (n = 360,000); lysis activity, % at 15 µM; adenylate kinase release luminescence, 4 h; normalised: neutral wells 0, clomiphene wells 100;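 active means mean lysis activity across replicates of at least 80%, whatever share of replicates individually reach that level; inactive means mean lysis activity below 80%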
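Test system: log-phase Cryptococcus neoformans yeast cells; Quantity: yeast cell density of 5 × 10^6 cells/mL; Buffer or medium: YPD; Doses: single compound concentration per well; Timing: 4 h at 37 °C static, read 1 h later; Measured by: AK luminescence; Read-out basis: lysis from increased AK signal; Control set: Clomiphene as positive control.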
Casp6 inh – blocks human caspase-6 cleavage activity; actives 0.53% (n = 350,000); AID 686996; P55212; purified caspase-6, Z-VEID-R110 cleavage fluorescence; inhibition, % at 12.5 µM;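 active means mean inhibition across replicates at least about 35%, with every replicate also reaching that limit, limit read from the data; inconclusive means only one of the two criteria met; inactive means neither criterion met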;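 further: 0% = median of neutral control wells and 100% = no fluorescence left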
Target sequence (P55212 24-179 limits assumed): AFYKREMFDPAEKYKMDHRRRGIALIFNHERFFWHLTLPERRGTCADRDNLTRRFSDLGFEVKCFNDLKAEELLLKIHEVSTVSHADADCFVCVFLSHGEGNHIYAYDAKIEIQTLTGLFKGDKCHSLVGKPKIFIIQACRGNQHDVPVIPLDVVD
Target sequence (P55212 194-293 limits assumed): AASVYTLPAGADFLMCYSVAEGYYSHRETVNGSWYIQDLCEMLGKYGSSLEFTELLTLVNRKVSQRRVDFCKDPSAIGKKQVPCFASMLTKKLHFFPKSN
PAX8 inh HTS – inhibitors of PAX8 transcriptional activity in RMG-I cells | AID 652154 | actives 1.2% (n = 360,000) | RMG-I TPO-luciferase reporter, SteadyGlo, 24 h | inhibition, % at 12.6 µM;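 active means mean replicate inhibition at least 60% with every replicate also reaching 60%; inconclusive means only one of the two criteria is met; inactive means mean below 60% and not all replicates reaching 60%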;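 further: luciferase light reporting Pax8 driven TPO promoter activity; plate controls were median of neutral control wells for no effect and mitoxantrone controls for full effect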
FN deposit inh – fibronectin deposition inhibition; AID 743247; actives 0.086% (n = 350,000); AH1F fibroblasts, Alexa488-fibronectin deposition fluorescence, overnight; inhibition, % at 12.6 µM;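 active means mean inhibition across replicates of 30% or more, regardless of how many single replicates reach that level; inconclusive means mean under 30% yet at least half of replicates reach 30%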;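 further: positive control wells lacked labelled fibronectin entirely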
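Test system: AH1F fibroblast monolayer depositing Alexa488-labelled fibronectin into matrix. Input: 10000 cells per well. Technique: fluorescence, ex 485 nm, em 525 nm. Buffer or medium: DMEM plus 2% serum, read in PBS. Timing: 1 h cell adhesion before compound, then overnight fibronectin incubation. Compound: single dose, pinned. Read-out basis: inhibition from reduced deposited-fibronectin fluorescence.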
LGR2 inh – Drosophila LGR2 receptor signaling inhibition | HEK293 LGR2, CRE-luciferase, bursicon-stimulated, 4 h | actives 0.35% (n = 380,000) | inhibition, % at 9.99 µM | AID 720647;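 active means drop in luminescence signal, shown as inhibition above about 50% in the replicate tests, limit read from the data, passing the limit was not always enough; inconclusive means probably only some replicates passing the limit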;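 further: agonist challenge used bursicon conditioned medium at about half maximal strength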
EWS-Fli inh – EWS/Fli transcriptional activity inhibition; A673 NR0B1-luciferase reporter, viability-normalised; inhibition, % at 12.6 µM; actives 0.67% (n = 350,000);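 active means mean inhibition of at least 50% after viability correction, with every replicate also passing that limit; inconclusive means mean reaches 50% but only one of two replicates passes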;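 further: firefly luciferase signal divided by Alamar Blue viability fluorescence both relative to DMSO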
miR-122 sensor – miR-122 inhibition in Huh7 cells. activation (reporter increase), % at 12.5 µM. Huh7 miR-122 Renilla luciferase sensor, 48 h; neutral wells = 0, positive control = 100. AID 602342. actives 0.3% (n = 340,000);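 active means mean replicate activation score at least 90 and every replicate individually at or above 90; inconclusive means only one of the two criteria met; inactive means neither criterion met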;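 further: higher luciferase means less miR-122 activity so hits act as miR-122 inhibitors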
PGC1a acetyl inh – modulators of PGC1a acetylation | inhibition, % at 15.6 µM | actives 0.17% (n = 350,000) | U2OS PGC1a acetylation, AlphaScreen anti-acetyl-lysine; with virally co-expressed GCN5 acetyltransferase | AID 651687;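 active means every replicate shows inhibition of at least 40%; inconclusive means mean inhibition at least 40% but some replicate below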;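 further: 0% = neutral control wells and 100% = positive control wells; some results beyond the cut were filed as inactive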
* = called active by the depositor; ? = inconclusive; / = no result given; & = joins results of further samples; [ ] = another dose, or the depositor's remark.

SMILES	Cneo AK release	Casp6 inh	PAX8 inh HTS	FN deposit inh	LGR2 inh	EWS-Fli inh	miR-122 sensor	PGC1a acetyl inh
Cc1noc(C)c1NC(=O)Nc1ccc2c(c1)C(=O)N([C@@H](C)CO)C[C@H](C)[C@H](CN(C)S(=O)(=O)c1c(C)noc1C)O2	9	2	/	0	2	-13	-5[16.7 µM]	8
CC(=O)c1ccc2c(c1)CC1(C2)Cc2cc3c(cc2C1)C(=O)CC3 (configuration not stated)	/	4	?	12	32	?	/	/
CC(C)Oc1ccc(CNC2CCOC(C)(C)C2)cc1 (configuration not stated)	1	/	/	-7	/	/	8	-5
O=C(CSc1ncnc2nc[nH]c12)c1ccccc1	2	/	-128	2	/	/	1	-5
N=C1C(c2nc3ccccc3s2)=C(O)CN1Cc1ccccc1	-1	/	/	-5	/	/	8	-7
CN(c1ccccc1C(=O)Nc1ccccc1C(=O)NCc1ccco1)S(C)(=O)=O	1	/	-8	-1	/	/	-3	0
CCN(CC)C(=O)[C@H]1C[C@H](CC(=O)NCCCOC)C(=O)N2CCc3c([nH]c4cc(CCC(=O)N(C)C)ccc34)[C@]12C	-4	0	-9	4	-6	1	/	/
CCOC(=O)c1ccc(NC(=S)Nc2ccccc2)cc1	/	14	-17	-8	-8	-18	/	/
CCCC(C(=O)Nc1cc(S(=O)(=O)N2CCOCC2)ccc1OC)c1ccccc1 (configuration not stated)	1	-3	11	-4	-5	0	/	/
CC(=O)c1sc(Nc2ccccc2)nc1C	3	4	-82	-4	-12	-51	0	-7
Cc1ccc2c(C(=O)CN3CCCCC3CCO)c(C)[nH]c2c1 (configuration not stated)	-5	/	/	/	3	/	-3	5
CN(C)c1ccc(C(=O)C(O)c2ccc(C(C)(C)C)cc2)cc1 (configuration not stated)	-1	/	/	-4	/	/	3	-5
COc1ccc(N(CC(=O)NC2CCCCC2)S(=O)(=O)c2cccnc2)cc1	0	2	4	3	7	-4	4	/
CC(COS(N)(=O)=O)Cc1ccc(C(F)(F)F)cc1 (configuration not stated)	2	0	-29	-10	-63	13	2	3
Cc1ccc(C2=NN(C3=NN=C(N)Cc4ncnn43)C(O)(C(F)(F)F)C2)cc1 (configuration not stated)	/	-1	10	-4	3	10	/	/
C=CCn1c(C)cc(C(=O)COC(=O)c2ccc3c(c2)NC(=O)CS3)c1C	-3	7	6	/	0	0	0	9
Cc1ccc(OCCNC(=O)C(C)SCC(=O)Nc2ccc(F)cc2)cc1 (configuration not stated)	0	1	3	2	5	-9	4	8
Cc1ccc2oc(=O)c3cnn(CC(=O)NCCC(C)C)c3c2c1	0	-2	-9	-5	-5	-5	/	/
CCC(C)NC(=O)Cn1c(=O)n(-c2ccccc2)c(=O)c2ccc(C(=O)NCc3ccco3)cc21 (configuration not stated)	2	/	7	6	/	/	27	-9
C=CCn1c(=O)c(C(=O)NCCN(CC)CC)c(O)c2ccccc21	0	/	/	/	7	/	-3	45
O=C(COC(=O)c1cc(S(=O)(=O)NCc2ccccc2)ccc1O)c1cc2ccccc2o1	0	2	8	5	6	7	-2	9
CCOC(=O)N1CCN(C(=O)Nc2ccc(Cl)cc2Cl)CC1	0	/	-6	-4	/	/	6	-5
O=C(C1=C[C@H](c2csc3ccccc23)C[C@H](OCc2ccc(CO)cc2)O1)N1CCN(Cc2ccc3c(c2)OCO3)CC1	-1&8	0&-1	45&38	-4	15	7&15	-11	10&-10
CCC(=O)N1[C@@H]2c3cccc(=O)n3C[C@@H]2[C@@H](CO)[C@@H]1C(=O)NCC1CC1	-1	-4	-11	/	6	2	-2[16.7 µM]	-5
COc1cccc(CC(=O)Nc2nc(C)cs2)c1	0	1	-34	-15	-50	-37	-11	/

11 entries from above, with values under each structure:
Each structure is followed by: Cneo AK release, Casp6 inh, PAX8 inh HTS, FN deposit inh, LGR2 inh, EWS-Fli inh, miR-122 sensor, PGC1a acetyl inh
N=C1C(c2nc3ccccc3s2)=C(O)CN1Cc1ccccc1
    -1, /, /, -5, /, /, 8, -7
CN(c1ccccc1C(=O)Nc1ccccc1C(=O)NCc1ccco1)S(C)(=O)=O
    1, /, -8, -1, /, /, -3, 0
CCN(CC)C(=O)[C@H]1C[C@H](CC(=O)NCCCOC)C(=O)N2CCc3c([nH]c4cc(CCC(=O)N(C)C)ccc34)[C@]12C
    -4, 0, -9, 4, -6, 1, /, /
CCOC(=O)c1ccc(NC(=S)Nc2ccccc2)cc1
    /, 14, -17, -8, -8, -18, /, /
CCCC(C(=O)Nc1cc(S(=O)(=O)N2CCOCC2)ccc1OC)c1ccccc1 (configuration not stated)
    1, -3, 11, -4, -5, 0, /, /
CC(=O)c1sc(Nc2ccccc2)nc1C
    3, 4, -82, -4, -12, -51, 0, -7
Cc1ccc2c(C(=O)CN3CCCCC3CCO)c(C)[nH]c2c1 (configuration not stated)
    -5, /, /, /, 3, /, -3, 5
CN(C)c1ccc(C(=O)C(O)c2ccc(C(C)(C)C)cc2)cc1 (configuration not stated)
    -1, /, /, -4, /, /, 3, -5
COc1ccc(N(CC(=O)NC2CCCCC2)S(=O)(=O)c2cccnc2)cc1
    0, 2, 4, 3, 7, -4, 4, /
CC(COS(N)(=O)=O)Cc1ccc(C(F)(F)F)cc1 (configuration not stated)
    2, 0, -29, -10, -63, 13, 2, 3
Cc1ccc(C2=NN(C3=NN=C(N)Cc4ncnn43)C(O)(C(F)(F)F)C2)cc1 (configuration not stated)
    /, -1, 10, -4, 3, 10, /, /

(further entries)
SMILES	Cneo AK release	Casp6 inh	PAX8 inh HTS	FN deposit inh	LGR2 inh	EWS-Fli inh	miR-122 sensor	PGC1a acetyl inh
O=C(C[C@@H]1CC[C@H]2[C@@H](COC[C@H](O)CN2C(=O)c2cnccn2)O1)N1CCN(c2ccccc2)CC1	1	4	-7	-5	-2	-2	-2[16.7 µM]	3
COc1cc(/C=N/NC(=O)c2cccc([N+](=O)[O-])c2)ccc1OCc1ccccc1	1	23	/	/	-40	-73	-2	-15
C[C@@H]1CCCCO[C@@H](CN(C)C(=O)Nc2ccc3c(c2)OCO3)[C@H](C)CN([C@H](C)CO)C(=O)c2cc(NC(=O)Nc3cccc4ccccc34)ccc2O1	/	0	16	9	4	15	/	-2
O=S(=O)(N[C@H]1CC[C@H](CCn2cc(C3CC3)nn2)O[C@H]1CO)c1ccc(F)cc1	19	-3	-7	/	0	4	-5[16.7 µM]	-11
COc1ccccc1C#Cc1ccc2c(c1)[C@@H]1[C@@H](CCN1C(=O)c1ccccc1)[C@@H](CO)N2	-1	2	4	-6	30	6	2[16.7 µM]	2
COC(=O)C1=C(CSCc2ccccc2)NC(=O)NC1c1cc(C)ccc1C (configuration not stated)	-1	-1	/	/	/	0	-1	29
CCCNC(=O)Nc1ccc2c(c1)OC[C@@H](C)N(Cc1cncnc1)C[C@H](C)[C@H](OC)CN(C)C2=O	-16	-8	-11	6	-20	3	/	-2
COc1ccccc1NC(=O)CCCc1nnc2n(C)c(=O)c3sccc3n12	0	3	-3	11	-1	-5	-2	-1
Cc1ccccc1N(C(=O)c1snc(C(N)=O)c1N)C(C(=O)NC1CCCCC1)c1ccc(O)cc1 (configuration not stated)	-15	-1	36	5	9	30	14	-14
CCOC(=O)CC1C(=O)NCCN1C(=O)c1ccc(Cl)c(Cl)c1 (configuration not stated)	-1	-2	-8	0	-1	-8	-1	7
Cn1c(NC(=O)c2ccccc2C(F)(F)F)cc(=O)n(C)c1=O	0	2	-18	-4	6	-12	0	-3
Nc1ccc2ccc(NS(=O)(=O)N3CCCCC3)cc2c1	/	0	3	10	0	56*	/	/
CC(C)(C)NC(=O)COc1ccc(CNCc2ccccn2)cc1	3	-2	-9	/	13	3	0	1
O=C(CN(Cc1ccccc1)C1=NCCS1)c1ccccc1	-1	-6	29	-6	4	7	-3	2
CO[C@H]1CN(C)C(=O)c2ccc(NC(=O)NC(C)C)cc2OC[C@H](C)N(C(=O)CC2CC2)C[C@H]1C	-5	-2	3	-12	2	-1	/	22
C[C@@H]1CCCCO[C@H](CN(C)C(=O)Nc2ccccc2)[C@H](C)CN([C@H](C)CO)C(=O)c2cc(NS(C)(=O)=O)ccc2O1	-2	2	7	1	15	-13	-1[16.7 µM]	4
CCc1ccccc1NC(=O)CCS(=O)(=O)c1ccc(OC)cc1	1	/	-8	-2	8	0	/	/
CCNC(=O)CN(c1ccc(F)cc1)S(=O)(=O)c1ccc2c(c1)OCCO2	-2	-3	-7	-6	7	2	0	/
CCCN(C)C[C@H]1OCCCC[C@@H](C)Oc2ccc(NC(=O)CCCN(C)C)cc2C(=O)N([C@H](C)CO)C[C@@H]1C	1	0	-19	-27	0	-5	-2[16.7 µM]	9
CCCCN(NC(C)=O)c1nc(Cl)nc(NC(C)C)n1	0	4	/	/	-15	6	-8	-1
O=C(C[C@H]1C[C@@H]2c3cc(NC(=O)c4cccnc4)ccc3O[C@@H]2[C@H](CO)O1)NCc1cccnc1	-1	-5	2	-2	6	-8	0[16.7 µM]	7
Cc1cc(C)cc(C(=O)NC2CC(C)(C)NC(C)(C)C2)c1	1	2	0	-7	14	6	-1	-12
O=C(NC1(C(F)(F)F)N=C(c2ccccc2)NC1=O)c1ccccc1 (configuration not stated)	-2	0	2	12	1	7	0	-1
COc1ccc(-c2nc(N)n(C(=O)c3ccc(C)cc3)n2)cc1	/	-3	5	3	4	-10	/	/
Cc1cccc(C)c1NC(=O)C1(C)CN(S(C)(=O)=O)CC(=O)N1CCc1ccc(O)cc1 (configuration not stated)	/	1	-11	/	-15	1	/	/
SMILES	Cneo AK release	Casp6 inh	PAX8 inh HTS	FN deposit inh	LGR2 inh	EWS-Fli inh	miR-122 sensor	PGC1a acetyl inh
N/C(=N\OC(=O)COc1ccccc1)c1cccnc1	/	0	-58	7	-37	-67	/	3
COc1ccc(N2CCN(C(c3ccccc3)c3sc4nc(C)nn4c3O)CC2)cc1 (configuration not stated)	-1	2	-18	0	5	-1	2	/
C[C@]12c3[nH]c4ccccc4c3CCN1C(=O)C(CC(=O)NCCN1CCOCC1)C[C@@H]2C(=O)N1CCOCC1 (some centres not stated)	-1	5	-15	8	5	-5	4	4
C[C@@H]1CCC(=O)N(C[C@@H](C)CC#N)CC1	0	-4	-10	-7	11	-4	-1	6
COC(=O)c1sc2cc(C(F)(F)F)cnc2c1-c1ccccc1	/	2	/	/	-6	-17	0	7
Clc1ccccc1N=C1SCCS1	4	-1	2	-5	-31	-8	8	4
O=C(NC12CC3CC(CC(C3)C1)C2)c1ccc(-c2ccc(Cl)cc2)o1	/	-5	-99	8	-46	-71	/	/
